Growth percent in the NCI-60 one-dose screen (48 h, 10 µM unless noted): 100 = growth as untreated, 0 = no growth, -100 = all killed.
MOLT-4 = MOLT-4 leukemia cells; 80,000 compounds, 6.9% hits; AID 1794779
RPMI-8226 = RPMI-8226 leukemia cells. 77,000 compounds, 7.5% hits. AID 1794781
K-562 = K-562 leukemia | 78,000 compounds, 7.4% hits | AID 1794777
MDA-MB-468 = MDA-MB-468 breast cancer; AID 2202374; 78,000 compounds, 8.5% hits
SR = SR leukemia cells; 73,000 compounds, 8.7% hits
MCF7 = MCF7 breast cancer; 82,000 compounds, 6.3% hits; AID 1794796
MDA-MB-435 = MDA-MB-435 melanoma; AID 1794794; 82,000 compounds, 7.8% hits
MDA-MB-231 = MDA-MB-231 breast cancer; 81,000 compounds, 5% hits; AID 1794789
* hit, by the source's call; . = no result given; & = joins results of further samples. The calls were made as follows: active = growth percent below 10; inactive = the rest.

Structure | MOLT-4 | RPMI-8226 | K-562 | MDA-MB-468 | SR | MCF7 | MDA-MB-435 | MDA-MB-231
O=c1oc2ccc(Br)cc2cc1C1=COc2ccccc2N=C1 | 89.2 | 95.8 | 87.4 | 77.0 | . | 77.3 | 105.9 | 104.0
CC1(C)CC(=O)C2=C(C1)NC(=O)NC2c1ccc2c(c1)OCO2 (stereo not drawn) | 95.9 | 110.0 | 107.7 | 117.8 | 118.2 | 98.3 | 105.7 | 110.7
COc1ccc(-c2nc(SCc3nc4ccccc4[nH]3)nc(N3CCNCC3)c2C#N)cc1 | 73.6 | 62.3 | 49.3 | 72.9 | 44.8 | 86.4 | 94.3 | 54.0
N#CC1=C(N)OC(C2CC2)=C(C#N)C1c1cccs1 (stereo not drawn) | 112.5 | 98.8 | 102.1 | 105.2 | . | 94.6 | 101.7 | .
Nc1n[nH]c(-c2ccccc2)n1 | 105.4&102.3 | 109.5&112.6 | 111.9&116.1 | 122.2 | 103.6 | 93.6&94.2 | 107.7&106.5 | 102.5&102.4
COc1ccc(-c2cc(-c3ccc(OC)c(S(N)(=O)=O)c3)[nH]c(=O)c2C#N)cc1 | 101.0 | 99.0 | 106.0 | 96.0 | 104.4 | 98.4 | 101.5 | .
C=C(C)[C@@H]1CC[C@]2(C(=O)n3ccnc3)CC[C@]3(C)[C@H](CC[C@@H]4[C@@]5(C)Cc6c([nH]c7ccccc67)C(C)(C)[C@@H]5CC[C@]43C)[C@@H]12 | 61.1 | 78.4 | 66.9 | 92.8 | 78.4 | 73.2 | 97.4 | 92.9
O=C(c1ccccc1)c1ccc(Cl)c([N+](=O)[O-])c1 | 11.9 | 82.3 | 7.4* | 77.7 | -3.1* | 91.3 | 89.5 | 113.8
COc1cc(OC)cc(C(N)=O)c1 | 100.1 | 100.5 | 98.6 | 102.9 | 109.9 | 98.4 | 107.2 | 97.2
O=S(=O)(Oc1ccc(/C=N/NC(=S)Nc2ccccc2)cc1)C(F)(F)C(F)(F)C(F)(F)C(F)(F)F | 92.0 | 97.2 | 96.0 | 116.0 | 102.8 | 85.7 | 100.7 | 102.3
Cc1cc(N)c(N)cc1C | 95.4 | 107.8 | 101.5 | 117.1 | 96.2 | 99.6 | 107.9 | 94.4
CC(C)=C(c1ccc(Cl)cc1)c1c(N)ncnc1N | 102.9 | 108.3 | 90.4 | 86.5 | 89.4 | 90.7 | 111.0 | 111.0
CCn1cc(C(=O)NNC(=S)Nc2ccc(OC)cc2)c(=O)c2ccc(C)nc21 | 96.8 | 97.8 | 94.7 | 91.2 | 89.0 | 83.4 | 95.7 | 97.0
COc1cc(OC)c(NC(=O)CC(C)=O)cc1Cl | 106.1 | 99.4 | 111.6 | 104.1 | 99.3 | . | 103.4 | 103.9
Fc1ccc(Nc2nnc(-c3ccc(Cl)cc3)o2)cc1 | 88.4 | 99.8 | 70.6 | 97.9 | 90.8 | 75.4 | 111.3 | 85.9

Next records follow.
Structure | MOLT-4 | RPMI-8226 | K-562 | MDA-MB-468 | SR | MCF7 | MDA-MB-435 | MDA-MB-231
OCC1OCC(O)C(O)C1O (stereo not drawn) | 97.8 | 94.2 | 114.9 | 102.0 | 98.9 | 90.3 | 115.9 | 105.7
COc1cc(-c2nc(SCCC(C)C)nc(Nc3ccccc3Cl)c2C#N)cc(OC)c1OC | 87.4 | 101.2 | 95.1 | 107.9 | 101.9 | 85.7 | 96.6 | 81.5
O=C(O)c1ccc(-n2cc(CNc3cccc(F)c3)c(-c3ccc(F)cc3)n2)cc1 | 96.3 | 80.6 | 94.7 | 109.7 | 142.9 | 77.3 | 102.9 | 98.7
Nc1ccc(C2=NN(C(=O)c3cc(-c4ccccc4)nc4ccccc34)C(c3cc(-c4ccccc4)nn3-c3ccccc3)C2)cc1 (stereo not drawn) | 76.6 | 88.8 | 80.6 | 84.4 | 56.2 | 74.0 | 86.7 | 79.6
O=c1c2cccc(F)c2sc2c(N3CCNCC3)nc3ccccc3c12 | -18.8* | 1.8* | -42.1* | 37.2 | 3.2* | -20.6* | 2.8* | 34.6
CCOC(=O)Oc1c(OC)cc(C(=O)O[C@@H]2C[C@@H]3CN4CCc5c([nH]c6cc(OC)ccc56)[C@H]4C[C@@H]3[C@H](C(=O)OC)[C@H]2OC)cc1OC | 8.0* | -5.4* | . | 98.8 | -2.4* | 83.8 | 70.9 | 43.2
OCC(O)C(O)C(O)c1nc2ccccc2s1 (stereo not drawn) | 89.8 | 106.3 | 91.2 | 108.2 | 100.5 | 95.8 | 112.5 | 111.4
c1ccc(-c2nnc(COc3ccc(-c4cc5ccccc5[nH]4)cc3)o2)cc1 | 93.3 | 102.0 | 94.9 | 106.8 | 96.2 | 103.9 | 106.6 | 95.4
CC(C#N)CCl (stereo not drawn) | 85.3 | 100.3 | 103.4 | 105.1 | 81.7 | 98.9 | 111.5 | 93.0
O=C(O)CCC(NC(=O)c1cccc([N+](=O)[O-])c1)C(=O)O (stereo not drawn) | 107.3 | 111.1 | 105.3 | 98.5 | 102.1 | 102.2 | 108.1 | 104.5
CN(C)Cc1cccc(CN(C)C)c1O | 96.3 | 89.4 | 75.3 | 92.4 | 105.9 | 103.1 | 87.3 | 94.5
COc1ccc(Cl)cc1/C=C/C(=O)/C=C(O)/C=C/c1cc(Cl)ccc1OC | 98.3 | 85.3 | 61.2 | 101.6 | 54.2 | 65.5 | 21.0 | 108.3
C[C@@H](O)[C@@H]1NC(=O)[C@@H](CCCCn2cnnn2)NC(=O)[C@H](Cc2c[nH]c3ccccc23)NC(=O)[C@@H](Cc2ccccc2)NC(=O)[C@H](NC(=O)[C@H](N)Cc2ccccc2)CSSC[C@H](C(=O)N[C@H](CO)[C@@H](C)O)NC1=O | 108.0 | 119.8 | 114.9 | 86.0 | 120.8 | 95.9 | 107.7 | 96.0
Cc1ccc(S(=O)(=O)NC(=O)NCc2ccco2)cc1 | 105.7 | 107.1 | 108.6 | 100.1 | 108.7 | 91.9 | 101.9 | 102.2
CCCCCCCC/C(C=O)=C\c1ccccc1 | 95.7 | 99.9 | 111.7 | 89.6 | 105.0 | 88.0 | 96.5 | 108.9

Ordered by SMILES length (smallest number first): some entries from above.
Structure | MOLT-4 | RPMI-8226 | K-562 | MDA-MB-468 | SR | MCF7 | MDA-MB-435 | MDA-MB-231
CC(C#N)CCl (stereo not drawn) | 85.3 | 100.3 | 103.4 | 105.1 | 81.7 | 98.9 | 111.5 | 93.0
OCC1OCC(O)C(O)C1O (stereo not drawn) | 97.8 | 94.2 | 114.9 | 102.0 | 98.9 | 90.3 | 115.9 | 105.7
CN(C)Cc1cccc(CN(C)C)c1O | 96.3 | 89.4 | 75.3 | 92.4 | 105.9 | 103.1 | 87.3 | 94.5
COc1cc(OC)c(NC(=O)CC(C)=O)cc1Cl | 106.1 | 99.4 | 111.6 | 104.1 | 99.3 | . | 103.4 | 103.9
Fc1ccc(Nc2nnc(-c3ccc(Cl)cc3)o2)cc1 | 88.4 | 99.8 | 70.6 | 97.9 | 90.8 | 75.4 | 111.3 | 85.9
Cc1ccc(S(=O)(=O)NC(=O)NCc2ccco2)cc1 | 105.7 | 107.1 | 108.6 | 100.1 | 108.7 | 91.9 | 101.9 | 102.2
O=c1c2cccc(F)c2sc2c(N3CCNCC3)nc3ccccc3c12 | -18.8* | 1.8* | -42.1* | 37.2 | 3.2* | -20.6* | 2.8* | 34.6
O=C(O)CCC(NC(=O)c1cccc([N+](=O)[O-])c1)C(=O)O (stereo not drawn) | 107.3 | 111.1 | 105.3 | 98.5 | 102.1 | 102.2 | 108.1 | 104.5
c1ccc(-c2nnc(COc3ccc(-c4cc5ccccc5[nH]4)cc3)o2)cc1 | 93.3 | 102.0 | 94.9 | 106.8 | 96.2 | 103.9 | 106.6 | 95.4
COc1ccc(Cl)cc1/C=C/C(=O)/C=C(O)/C=C/c1cc(Cl)ccc1OC | 98.3 | 85.3 | 61.2 | 101.6 | 54.2 | 65.5 | 21.0 | 108.3
COc1cc(-c2nc(SCCC(C)C)nc(Nc3ccccc3Cl)c2C#N)cc(OC)c1OC | 87.4 | 101.2 | 95.1 | 107.9 | 101.9 | 85.7 | 96.6 | 81.5
Nc1ccc(C2=NN(C(=O)c3cc(-c4ccccc4)nc4ccccc34)C(c3cc(-c4ccccc4)nn3-c3ccccc3)C2)cc1 (stereo not drawn) | 76.6 | 88.8 | 80.6 | 84.4 | 56.2 | 74.0 | 86.7 | 79.6
CCOC(=O)Oc1c(OC)cc(C(=O)O[C@@H]2C[C@@H]3CN4CCc5c([nH]c6cc(OC)ccc56)[C@H]4C[C@@H]3[C@H](C(=O)OC)[C@H]2OC)cc1OC | 8.0* | -5.4* | . | 98.8 | -2.4* | 83.8 | 70.9 | 43.2
C[C@@H](O)[C@@H]1NC(=O)[C@@H](CCCCn2cnnn2)NC(=O)[C@H](Cc2c[nH]c3ccccc23)NC(=O)[C@@H](Cc2ccccc2)NC(=O)[C@H](NC(=O)[C@H](N)Cc2ccccc2)CSSC[C@H](C(=O)N[C@H](CO)[C@@H](C)O)NC1=O | 108.0 | 119.8 | 114.9 | 86.0 | 120.8 | 95.9 | 107.7 | 96.0

Next compounds follow:
Structure | MOLT-4 | RPMI-8226 | K-562 | MDA-MB-468 | SR | MCF7 | MDA-MB-435 | MDA-MB-231
CC(=O)c1sc2nc(-c3cc4ccccc4o3)cc(-c3ccc(Cl)cc3)c2c1N | 85.9 | 87.7 | 115.7 | . | 65.5 | 103.2 | 112.4 | 92.5
CCCn1c(O)c(N=Nc2ccc(S(N)(=O)=O)cc2)c2ccccc21 | 68.0 | 101.5 | 57.0 | 100.8 | 68.9 | 82.3 | 103.7 | 92.2
Cc1c(CCNC=O)cc(C)c2c3c(oc12)CCCC3 | 82.6 | 111.3 | 93.0 | . | 94.4 | 97.9 | 101.0 | 98.7
OC1OCC(COc2cc(Cl)c(Cl)cc2Cl)OC1O (stereo not drawn) | . | . | . | 98.2 | . | 100.9 | 102.4 | 98.1
O=C(NNC(=O)Nc1ccc(Cl)cc1)Nc1ccccc1 | 92.6 | 99.1 | 90.7 | 113.1 | 83.5 | 94.6 | 93.1 | 110.5
O=[N+]([O-])c1ccccc1/C=N/N1CCCCCC1 | 99.7 | 107.1 | . | 95.4 | 122.0 | 103.5 | 98.1 | 98.6
O=C1c2ccccc2C(=O)C1c1ccc(Cl)cc1 | 86.7 | 95.7 | 98.9 | 103.9 | . | . | 97.4 | 108.7
CN(C)CCN(C)CC(C)(C)C(=O)/C=C/c1ccc(Cl)cc1 | -14.7* | -24.1* | 4.8* | -46.2* | . | -8.8* | 0.4* | .
NC(=O)Nc1ccc2ncnc(Nc3ccc(Cl)cc3)c2c1 | 71.2 | 101.1 | 71.4 | -7.2* | . | 86.5 | 97.8 | 89.3
O=c1c2c(O)cccc2oc2c3c(cc(O)c12)O[C@H]1OC=C[C@@H]31 | 88.5 | 93.7 | 96.2 | 30.2 | 42.6 | 8.3* | 83.3 | 83.2
C/C(=C(/c1ccccc1)c1ccc(N2C(=O)c3cccc4c(NCCN(C)C)ccc(c34)C2=O)cc1)c1ccccc1 | 88.8 | 106.8 | 95.5 | 98.1 | 87.4 | 115.2 | 99.3 | 105.3
O=C(NNC1=NCCC1)c1ccccc1 | 102.8 | 114.8 | 100.9 | 126.1 | 90.1 | 95.0 | 100.9 | 113.3
CN(C)C(c1ccccc1)c1ccccc1 | 93.8&104.1 | 104.5&102.3 | 105.0&109.6 | 113.2&118.7 | 89.2 | 98.8&91.4 | 102.7&110.2 | 96.0&104.7
COC(=O)c1cc(Nc2nc(O)c(C3=c4cc(OC)ccc4=NC3=O)s2)ccc1O | 92.5 | 93.7 | 98.5 | 107.7 | 87.2 | 71.8 | 103.9 | 121.6
NS(=O)(=O)c1ccc(CCN2C(=O)/C(=C\c3ccccc3)C=C2c2ccc(Cl)cc2)cc1 | 94.8 | 98.3 | 94.8 | 103.5 | 103.5 | 81.2 | 99.8 | 86.2

Carrying on.
compound	MOLT-4	RPMI-8226	K-562	MDA-MB-468	SR	MCF7	MDA-MB-435	MDA-MB-231
NC(=O)CSc1nc(-c2ccc(F)cc2)cc(-c2ccco2)n1	97.9	98.5	103.1	71.7	94.5	83.2	104.2	98.3
O=c1[nH]cnc(O)c1C1C=CC=CC=C1	85.4	116.5	108.1	106.0	91.9	90.6	109.3	104.7
COc1ccc(-c2noc(N)c2[N+](=O)[O-])cc1	.	108.0	.	77.3	.	69.5	96.8	96.2
NS(=O)(=O)c1ccc(NNC(=O)Nc2nc3ccccc3s2)cc1	103.2	95.8	99.1	101.3	96.6	76.5	101.2	86.4
O=CNC(Cc1ccc(O)cc1)C(=O)O (stereo not drawn)	94.8	101.4	100.3	98.8	95.8	95.2	108.5	105.9
COc1ccc(C(=O)COc2ccc(/C=C3\C(=O)Nc4ccc(Cl)cc43)cc2)cc1	78.2	80.1	75.0	95.8	78.8	77.9	104.6	98.6
Nc1nc2c(C(=O)Nc3ccc(Cl)cc3)c(Nc3ccccc3)nn2cc1-c1nc2ccccc2s1	92.7	101.3	97.8	109.6	79.7	93.2	104.0	97.9
O=S(=O)(O)c1ccc(O)c(O)c1	94.9	94.0	102.7	108.0	109.0	104.4	117.0	118.4
Cc1ccc(C(F)(F)F)cc1N1CCN(C(=O)[C@H]2C[C@H]2c2ccc(S(F)(F)(F)(F)F)cc2)CC1	43.1	57.5	69.4	52.4	84.8	75.6	85.5	82.5
O=C(CSc1nc2ccccc2c(=O)n1-c1ccc(S(=O)(=O)Nc2ccc(Cl)nn2)cc1)Nc1ccccc1	82.2	89.4	88.3	85.4	94.0	83.1	97.6	98.3
Cc1ccc(S(=O)(=O)N(C)c2c(Br)cc(Br)cc2C(N)=O)cc1	107.5	94.7	103.0	103.3	102.5	93.3	105.5	111.6
